# High-throughput results (PubChem BioAssay)
# WRN inhibitor: inhibitors of human WRN helicase; 0.46% of 360,000 active; WRN helicase unwinding, fluorescent forked duplex, kinetic; AID 651768; Potency, µM (top dose mostly 114 µM), for the others: at the highest dose activity change, negative = inhibition, actives largely listed as inhibitors; Q14191; note: potency is the fitted concentration of half-maximal effect; % is set by controls: 0 for no effect and ±100 for the full control effect; nearly all actives have a fitted effect of over 55% in size
#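 Kinetic fluorescence helicase assay: unwinding of a quenched forked DNA duplex (100 nM final) with 2 mM ATP final raises red fluorescence (525/598 nm). Compounds sat 15 min at room temperature with 20 nM WRN beforehand.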
# PLK1 PBD inh: inhibitors of human PLK1 polo-box domain binding; 2.8% of 360,000 active; Potency, µM, without a hit: max response, negative = inhibition, usual class: inhibitors; Plk1 PBD binding of FITC phosphopeptide, fluorescence polarization; P53350; note: potency is the fitted concentration of half-maximal effect; series mostly up to about 57 µM; % is set by controls: 0 for no effect and ±100 for the full control effect; nearly all actives have a fitted effect of over 65% in size
# Target sequence (P53350 whole entry, looked up, the tested form may be a part): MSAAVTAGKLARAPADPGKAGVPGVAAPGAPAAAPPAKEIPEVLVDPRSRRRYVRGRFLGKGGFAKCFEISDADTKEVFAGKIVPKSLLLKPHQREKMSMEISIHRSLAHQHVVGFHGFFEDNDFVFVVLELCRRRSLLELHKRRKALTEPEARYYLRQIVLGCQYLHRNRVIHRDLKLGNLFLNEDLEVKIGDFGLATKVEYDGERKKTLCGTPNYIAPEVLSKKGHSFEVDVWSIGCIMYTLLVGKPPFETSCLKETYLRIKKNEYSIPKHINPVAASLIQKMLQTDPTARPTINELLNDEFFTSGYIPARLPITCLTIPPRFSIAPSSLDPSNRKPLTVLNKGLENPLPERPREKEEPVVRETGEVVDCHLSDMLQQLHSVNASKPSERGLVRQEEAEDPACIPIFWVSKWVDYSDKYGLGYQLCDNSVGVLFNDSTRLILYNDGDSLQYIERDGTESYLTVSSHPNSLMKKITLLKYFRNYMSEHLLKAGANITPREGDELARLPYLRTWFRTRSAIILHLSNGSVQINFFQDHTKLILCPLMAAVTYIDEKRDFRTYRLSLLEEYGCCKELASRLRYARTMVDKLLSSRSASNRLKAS
# EPAC1 antagonist: antagonists of human EPAC1; EPAC1 GEF assay, Rap1b-BODIPY-GDP exchange fluorescence; Potency, µM (highest dose often 115 µM), for inactives: at the highest dose activity change, negative = inhibition, usual class: inhibitors; 0.14% of 360,000 active;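 note: potency is the fitted concentration of half-maximal effect; plate controls were vehicle for no effect and positive control for full effect; nearly all actives have a fitted effect of over 50% in size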
# EPAC1 ag: EPAC1 (human) agonism. O95398. EPAC1 agonist qHTS, biochemical assay; response scale: 100% = response to 6.5 mM cAMP. Potency, µM (series often up to 154 µM), inactives show at the highest dose activation, usual class: activators. 0.073% of 360,000 active. AID 720707; note: potency is the fitted concentration of half-maximal effect; nearly all actives have a fitted effect of over 60% in size
#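 Nucleotide exchange by EPAC1 (100 nM) on Rap1B–BODIPY-GDP (250 nM) in the presence of 50 uM GDP is tracked fluorescently at 480/540 nm over 30 min. Signals are normalized to a 6.5 mM cAMP control.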
# CCT modulator: modulators of cytosolic chaperonin (CCT/TRiC) activity; purified chaperonin ATPase assay, HTRF ADP detection, 30 min; activity change, % (concentration not given with the values), hits read low; 0.3% of 360,000 active; in the data active = activity change below about -30%; note: % is set by controls: 0 for no effect and ±100 for the full control effect
#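 Enzyme 40 or 20 nM (batch-dependent) in Tris pH 7.4/KCl/MgCl2/DTT; cpd 76 uM single point; ATP 10 uM; 30 min 37 °C; Transcreener ADP HTRF detection, 30 min RT; ratio 665/615.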
# PI5P4K alpha inh: inhibitors of human PI5P4K alpha | P48426 | PI5P4Kalpha enzyme, ADP-Glo luminescence, 60 min; active compounds read low | max response, % | 1.2% of 330,000 active | AID 652105; active = max response of -50% or lower; inconclusive = between -30% and -50%; inactive = -30% or higher; note: value at the top dose of about 77 µM; % is set by controls: 0 for no effect and ±100 for the full control effect
# Target sequence (P48426 whole entry, looked up): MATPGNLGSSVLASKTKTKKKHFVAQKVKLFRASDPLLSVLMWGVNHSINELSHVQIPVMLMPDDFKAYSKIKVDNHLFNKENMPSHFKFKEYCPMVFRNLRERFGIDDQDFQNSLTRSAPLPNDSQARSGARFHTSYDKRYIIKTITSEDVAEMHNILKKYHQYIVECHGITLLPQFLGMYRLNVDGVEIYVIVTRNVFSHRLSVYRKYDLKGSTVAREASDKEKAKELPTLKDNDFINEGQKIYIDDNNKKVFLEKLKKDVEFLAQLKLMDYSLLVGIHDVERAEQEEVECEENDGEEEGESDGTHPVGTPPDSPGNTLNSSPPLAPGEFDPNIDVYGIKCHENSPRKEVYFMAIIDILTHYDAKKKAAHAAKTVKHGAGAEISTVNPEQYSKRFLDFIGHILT
#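 Reactions run in 0.038 M HEPES pH 7.4, 0.28 mM EGTA, 0.1% CHAPS and 5% DMSO, with PI5P4Kalpha, substrate, compound and 5 microM ATP final, one hour at room temperature. Readout is ADP-Glo luminescence.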
# EPAC2 antagonist: blocks human EPAC2 exchange factor. EPAC2 GEF exchange of Rap1B-BODIPY-GDP, fluorescence. Potency, µM (titrated, usually from 114 µM), for the others: at the highest dose activity, negative = inhibition, hits mostly inhibitors. 0.18% of 360,000 active; note: potency is the fitted concentration of half-maximal effect; % is set by controls: 0 for no effect and ±100 for the full control effect; nearly all actives have a fitted effect of over 45% in size; many of its hits are not listed in these tables
# MmCpn inh: blocks the Methanococcus maripaludis chaperonin Mm-Cpn. purified Mm-Cpn ATPase, ADP Transcreener TR-FRET. 0.031% of 330,000 active. AID 504842. Potency, µM (titrated, usually from 76.9 µM), for inactives: top-dose activity, negative = inhibition, most hits filed as inhibitors; note: potency is the fitted concentration of half-maximal effect; % is set by controls: 0 for no effect and ±100 for the full control effect; nearly all actives have a fitted effect of over 80% in size
#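 Purified archaeal Mm-CPN (25nM final) preincubated 10 min at 37degC with compound, then 10uM ATP for 30 min at 37degC; ADP measured by HTRF Transcreener TR-FRET; buffer 30 mM TRIS pH 7.4, 100mM KCl, 5mM MgCl2, 1mM DTT.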
# * = called active by the depositor; ? = inconclusive; . = not tested or not shown; [ ] = another dose, or the depositor's remark. Unless noted, calls come from the whole dose curve; as a rule, active = well fitted curve in the direction sought with a large enough effect; inconclusive = small, poorly fitted or top-dose-only effect, or another doubt; inactive = no such curve, though single readings can be large; an effect the other way counts as inactive or inconclusive. Some of the compounds tested. The share of hits here may be higher or lower than overall.
No.	SMILES	PI5P4K alpha inh	CCT modulator	EPAC1 antagonist	EPAC1 ag	EPAC2 antagonist	WRN inhibitor	PLK1 PBD inh	MmCpn inh
1	COc1ccc2nc(NNC(=O)C3COc4ccccc4O3)sc2c1 (stereo not drawn)	-20	0.3	?	-8%	-1%	5%	0%	1%
2	CN(Cc1ccccc1)C(NC(=O)c1ccccc1)C(Cl)(Cl)Cl (stereo not drawn)	.	-39*	1%	-3%	-2%	1%	-2%	-2%
3	Cc1ccc(NC(=O)CCc2ccc(C)o2)cc1	-2	1.8	20%	-10%	13%	1%	2%	-2%
4	CC1CC(C)CN(S(=O)(=O)c2ccc(C(=O)NNC(=O)c3ccccc3F)cc2)C1 (stereo not drawn)	2	-1.0	-20%	9%	-1%	-35%	-16%	0%
5	COC(=O)Cn1c(C(O)c2ccccc2)nc2ccccc21 (stereo not drawn)	1	1.1	1%	2%	8%	4%	3%	0%
6	O=C(CN1CCN(c2ccc([N+](=O)[O-])cc2)CC1)Nc1ccccn1	-1	-0.9	-17%	-4%	-3%	12%	-5%	1%
7	C/C(=N/NC(=O)CC(=O)N/N=C(\C)c1ccc([N+](=O)[O-])cc1)c1ccc([N+](=O)[O-])cc1	-1	-0.6	19%	7%	8%	-3%	-14%	0%
8	CCOc1ccc(C(=O)Nc2ccc(NC(=S)NC(=O)CC)cc2)cc1Cl	2	-1.2	-16%	14%	-4%	-22%	-10%	-3%
9	O=C(CCNS(=O)(=O)c1ccccc1)N1CCOCC1	0	0.6	1%	-6%	6%	5%	2%	2%
10	O=C(Nc1ccccc1F)c1csc([C@@H]2C[C@H](O)[C@@H](CO)O2)n1	-6	-0.5	3%	0%	1%	0%	1%	.
11	O=C(c1ccccc1)N1CCN(CC2CC=CCC2)CC1 (stereo not drawn)	1	-0.2	2%	-2%	5%	13%	2%	2%
12	CCOC(=O)c1cnc2ccc(OCC)cc2c1NCCN1CCOCC1	-11	1.7	16%	-14%	7%	16%	-8%	1%
13	Cc1nc2ccc(NC(=O)N3CCSCC3)cc2nc1C	8	-1.7	-8%	-3%	-2%	-3%	-6%	-1%
14	O=c1ccc(-c2ccccc2)n[nH]1	.	-7.4	6%	4%	4%	-8%	-2%	-11%
15	Cc1cc(C)c2nc(-c3ccccn3)cc(C(=O)NCCc3ccc(S(N)(=O)=O)cc3)c2c1	-28	-2.3	-1%	3%	-2%	-3%	30µM*	-21%
16	Cc1nc2cc(S(=O)(=O)N(C)C)ccc2n1-c1ccccc1	-2	-5.9	4%	3%	-1%	6%	-11%	0%
17	NC(=O)c1nc(-c2ccco2)nc2c1[nH]c(=O)n2-c1ccc(Cl)c(Cl)c1	-22	-2.9	6%	2%	5%	-8%	-19%	3%
18	CC(=O)Nc1ccc(S(=O)(=O)N(C)CC(=O)NCCOc2ccccc2)cc1	-5	-1.7	9%	-13%	9%	1%	4%	2%
19	CC(SCC(=O)O)c1nc2ccccc2[nH]1 (stereo not drawn)	-9	-0.9	-9%	-2%	2%	6%	6%	0%
20	CCN(c1ccccc1)S(=O)(=O)c1cc(C(=O)OC(C)C(=O)Nc2ccc3c(c2)OCCO3)ccc1C (stereo not drawn)	-27	-1.7	-17%	10%	-5%	-10%[11.6 µM]	-24%	-4%
21	COCCn1c(N)c(N(Cc2ccccc2)C(=O)c2cc(=O)[nH]c3ccccc23)c(=O)[nH]c1=O	7	-2.4	11%	7%	3%	3%	-6%	0%
22	COCCNC(=O)C1CCC(=O)N1S(=O)(=O)c1ccc(C)cc1 (stereo not drawn)	-6	-2.7	-20%	-3%	10%	4%	-7%	0%
23	O=C(Nc1ccc([N+](=O)[O-])cc1)C1COc2ccccc2O1 (stereo not drawn)	-3	0.3	-27%	8%	2%	-1%	-21%	1%
24	CCOC(=O)C1(CCCc2ccccc2)CCN(C(=O)C(C)n2cncn2)CC1 (stereo not drawn)	1	0.5	-10%	-2%	-7%	0%	-11%	-8%
25	COc1ccc(-n2nc(C(=O)NCC(=O)N3CCCCCC3)c3ccccc3c2=O)cc1OC	-3	-0.7	-10%	-6%	21%	5%[57.1 µM]	4%	0%
26	Fc1ccc(CSc2ccc3nnc(-c4ccccn4)n3n2)cc1	-10	2.6	5%	12%	3%	-12%	-16%	-4%
27	O=C(NNc1nc2ccccc2s1)Nc1ccc(F)cc1	0	0.8	-16%	7%	4%	-3%	-14%	3%
28	O=C(NNC(=O)C1CCCO1)c1ccccc1Cl (stereo not drawn)	-1	-4.7	2%	4%	3%	-2%	-4%	2%
29	Cn1c(SCc2ccccc2Cl)nc2ccccc21	-5	-1.7	7%	8%	-3%	3%	-7%	-1%
30	COc1ccc(S(=O)(=O)CCC(=O)Nc2c(C)n(C)n(-c3ccccc3)c2=O)cc1	3	-0.5	-22%	6%	-29%	-15%[57.1 µM]	-6%	0%
31	Fc1ccc(-c2nc3ccc(Br)cn3c2Cc2ccccc2)cc1	5	-1.1	-20%	23%	-16%	-7%	-22%	.
32	COc1ccc(C(O)c2ncc(-c3ccccc3Cl)[nH]2)cc1F (stereo not drawn)	10	0.0	-8%	-3%	4%	9%	-20%	.
33	O=C(NNC1CC(=O)N(c2ccc(F)cc2)C1=O)c1cccnc1 (stereo not drawn)	1	-2.0	-1%	4%	-2%	-1%	4%	-1%
34	CC1CN(C(=O)c2ccc(-c3cccc(C(F)(F)F)c3)o2)CC(C)O1 (stereo not drawn)	9	2.0	?	?	-15%	-16%	-8%	0%
35	N#C/C(=C\c1ccc(-c2ccc(C(=O)O)cc2)o1)C(=O)Nc1ccc(F)cc1	-29	-1.1	-4%	2%	56%[activator]	56µM*	-22%	-1%
36	c1ccc(-c2nc(SCc3nc4ccccc4[nH]3)c3oc4ccccc4c3n2)cc1	.	.	-6%	-5%	0%	.	.	-16%

# In another format: 11 of the compounds above
# Sequence of screens: PI5P4K alpha inh | CCT modulator | EPAC1 antagonist | EPAC1 ag | EPAC2 antagonist | WRN inhibitor | PLK1 PBD inh | MmCpn inh
[26] Fc1ccc(CSc2ccc3nnc(-c4ccccn4)n3n2)cc1
→ -10 | 2.6 | 5% | 12% | 3% | -12% | -16% | -4%
[27] O=C(NNc1nc2ccccc2s1)Nc1ccc(F)cc1
→ 0 | 0.8 | -16% | 7% | 4% | -3% | -14% | 3%
[28] O=C(NNC(=O)C1CCCO1)c1ccccc1Cl (stereo not drawn)
→ -1 | -4.7 | 2% | 4% | 3% | -2% | -4% | 2%
[29] Cn1c(SCc2ccccc2Cl)nc2ccccc21
→ -5 | -1.7 | 7% | 8% | -3% | 3% | -7% | -1%
[30] COc1ccc(S(=O)(=O)CCC(=O)Nc2c(C)n(C)n(-c3ccccc3)c2=O)cc1
→ 3 | -0.5 | -22% | 6% | -29% | -15%[57.1 µM] | -6% | 0%
[31] Fc1ccc(-c2nc3ccc(Br)cn3c2Cc2ccccc2)cc1
→ 5 | -1.1 | -20% | 23% | -16% | -7% | -22% | .
[32] COc1ccc(C(O)c2ncc(-c3ccccc3Cl)[nH]2)cc1F (stereo not drawn)
→ 10 | 0.0 | -8% | -3% | 4% | 9% | -20% | .
[33] O=C(NNC1CC(=O)N(c2ccc(F)cc2)C1=O)c1cccnc1 (stereo not drawn)
→ 1 | -2.0 | -1% | 4% | -2% | -1% | 4% | -1%
[34] CC1CN(C(=O)c2ccc(-c3cccc(C(F)(F)F)c3)o2)CC(C)O1 (stereo not drawn)
→ 9 | 2.0 | ? | ? | -15% | -16% | -8% | 0%
[35] N#C/C(=C\c1ccc(-c2ccc(C(=O)O)cc2)o1)C(=O)Nc1ccc(F)cc1
→ -29 | -1.1 | -4% | 2% | 56%[activator] | 56µM* | -22% | -1%
[36] c1ccc(-c2nc(SCc3nc4ccccc4[nH]3)c3oc4ccccc4c3n2)cc1
→ . | . | -6% | -5% | 0% | . | . | -16%

# (listing goes on)
No.	SMILES	PI5P4K alpha inh	CCT modulator	EPAC1 antagonist	EPAC1 ag	EPAC2 antagonist	WRN inhibitor	PLK1 PBD inh	MmCpn inh
37	COc1ccc(C2NC(=O)Cc3cc(OC)c(OC)cc32)cc1OC (stereo not drawn)	3	2.1	-3%	5%	8%	-1%	-1%	2%
38	Cc1coc(C)c1C(=O)CC1(O)C(=O)N(CCc2ccccc2)c2ccccc21 (stereo not drawn)	.	2.9	-8%	10%	-7%	-3%	-22%	1%
39	COC(=O)C(CC(=O)O)NCc1ccco1 (stereo not drawn)	-6	-1.2	19%	-6%	0%	-4%	12µM*	0%
40	COc1cc(OC)c(C(=O)OCC(=O)c2ccc3c(c2)NC(=O)CO3)cc1OC	3	-1.1	-7%	5%	-7%	-2%	-6%	-1%
41	Cc1nc(N)nc(Cl)c1Cc1ccc(Cl)cc1	0	0.7	-13%	-7%	3%	-1%	-11%	0%
42	O=C1NC[C@@H](CCCCN2C[C@H](Cc3ccc(O)cc3)N(CCc3ccc(O)cc3)C(=O)C2=O)N(Cc2ccccc2)C1=O	0	0.7	-4%	-7%	0%	-2%	-6%	.
43	O=C(CSc1ccc(-c2cccnc2)nn1)Nc1ccccc1	4	-1.2	6%	-1%	4%	-12%	-6%	6%
44	CCN(C(=O)c1cc2cccc(OC)c2oc1=O)C1CCCCC1	2	-0.7	-26%	3%	8%[57.1 µM]	-8%	-5%	0%
45	CCOC(=O)Nc1cc(C)ccc1OC	11	-0.1	0%	12%	-8%	0%	-12%	-1%
46	CCc1ccc(Nc2n[n+](-c3ccccc3)c(-c3cc(OC)c(OC)cc3Br)s2)cc1	-19	-0.9	-13%	-21%	?	2%	-15%	?
47	CC(=O)c1ccc(NC(=O)Nc2sc(NS(=O)(=O)c3ccccc3)nc2C)cc1	8	0.5	7%	-5%	22%	-34%	-28%	0%
48	O=C(O)CSCc1nc2ccccc2s1	.	0.9	0%	0%	5%	1%	-6%	-1%
49	CCOc1ccc2nc(N/C(N)=N/S(=O)(=O)c3ccc(C)cc3)nc(C)c2c1	7	-1.6	4%	-6%	4%	1%	1%	.
50	Cc1ccc(C(=O)CSc2nnc(-c3ccncc3)n2C)cc1	-6	-3.2	18%	0%	9%	-1%	-27%	-1%
